# Source: PubChem (National Center for Advancing Translational Sciences (NCATS))
# PI4K2A block: inhibitors of human PI4K2A; 420,000 tested, 0.13% active; activity change, negative = inhibition, % at 76.9 µM; purified PI4K2A, ADP-Glo luminescence, 1 h; hits give low values; Q9BTU6; in the data active means activity change below about -50%; inconclusive means mostly about -30% to -49%;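 further: -100% = wells without enzyme as full effect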
#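 Compounds are screened against recombinant PI4K2A using PI as substrate and ATP, the latter dispensed at 300 microM. Reactions run one hour at ambient temperature before ADP-Glo detection; full inhibition defined by wells lacking enzyme.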
# BAZ2B inh: BAZ2B (human) inhibition; Q9UIF8; AlphaScreen BAZ2B-H3K14Ac peptide displacement; Potency, µM (highest dose often 114 µM), for the others: at the highest dose activity change, negative = inhibition, actives largely listed as inhibitors; 360,000 tested, 4.4% active; further: potency means the concentration at half of the fitted maximal effect; on the % scale 0 is the no-effect control and ±100 the full control effect; nearly all actives have a fitted effect of over 60% in size
#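 BAZ2B 50 nM plus b-H3(5-23)K14Ac 50 nM, PBS pH 7.4/0.01% Tween-20, 30 min RT; compound added (max 110 uM), 30 min RT; streptavidin donor/Ni-chelate acceptor beads 10 ug/mL final, 20 min dark; AlphaScreen read.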
# ERG Ets-DNA blk: blocks human ERG Ets domain binding to DNA. P11308. fluorescence polarization, His-ERG Ets domain / labelled DNA. Potency, µM (series often up to 76.9 µM), for the others: at the highest dose FP activity, negative = inhibition, usual class: inhibitors. 370,000 tested, 0.028% active. AID 624246; active means well fitted inhibition curve with a large enough effect in the polarisation, with a control signal flat; inconclusive means small, poorly fitted or top-dose-only effect, or effect the other way, or a change in a side signal; inactive means no such curve, though single readings can be large or run the other way; the % refers to the polarisation;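 further: polarization taken with two DNA probes labelled with fluorescein and Texas red; potency means the concentration at half of the fitted maximal effect; % of control where 0% means no effect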
#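 His-tagged ERG Ets domain (1 uM in the protein solution; 300mM KCl, 50mM Tris-HCl, 1mM EDTA, 1mM DTT, pH 7.5) received compound, then a probe mix of 5 nM fluorescein-DNA and 100nM Texas-615-DNA. Fluorescence polarization was read for both dyes.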
# HP1b chromo inh: HP1-beta chromodomain-methylated histone interaction inhibition; 390,000 tested, 0.56% active; AlphaScreen HP1-beta / biotin-H3K9me3 peptide binding; Potency, µM (doses to about 114 µM), inactives show at the highest dose activity change, negative = inhibition, hits mostly inhibitors; P83916; further: potency means the concentration at half of the fitted maximal effect; nearly all actives have a fitted effect of over 70% in size; inactives centre near 23
#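 AlphaScreen: HP1-beta (50 nM) preformed 30 min with biotin-H3(1-18)K9me3 peptide (50 nM) in PBS pH 7.4, 0.01% Tween-20. Compound added for 30 min at RT, then streptavidin donor/nickel chelate acceptor beads (10 ug/mL) for 30 min.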
# GLS inh: inhibitors of human glutaminase (GLS); O94925; GLS enzymatic activity, qHTS titration; Potency, µM (titrated, usually from 45.5 µM), inactives show top-dose activity change, negative = inhibition, hits mostly inhibitors; 410,000 tested, 0.21% active; further: potency means the concentration at half of the fitted maximal effect; on the % scale 0 is the no-effect control and ±100 the full control effect
#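 Human kidney-isoform GLS in 45 mM KH2PO4 pH 8.2, 0.02% Tween-20, with compound, started with 1mM L-Glutamine (added stock). Glutamate oxidase/HRP/Amplex red coupled fluorescence read at start and after 30 min at RT.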
# ALOX12 inh: ALOX12 (human) lipoxygenase inhibition | Potency, µM (top dose mostly 108 µM), inactives show top-dose activity change, negative = inhibition, actives largely listed as inhibitors | 580,000 tested, 1.1% active | P18054 | purified 12hLO, xylenol orange hydroperoxide absorbance | AID 1671190; further: potency means the concentration at half of the fitted maximal effect; on the % scale 0 is the no-effect control and ±100 the full control effect
#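 Hydroperoxide product was detected by ferrous iron/xylenol orange as the 573 to 405 nm absorbance ratio. Arachidonic acid at 40 uM (final) was turned over for 30 min at room temperature by 150 nM human 12hLO, pH 7.0 Hepes buffer, after 15 min compound preincubation.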
# JMJD2A Tudor inh: inhibitors of human JMJD2A Tudor domain; O75164; AlphaScreen JMJD2A-Tudor / H3K4me3 peptide binding; Potency, µM (top dose mostly 114 µM), without a hit: at the highest dose activity change, negative = inhibition, hits mostly inhibitors; 390,000 tested, 4.4% active; AID 504339; further: potency means the concentration at half of the fitted maximal effect; on the % scale 0 is the no-effect control and ±100 the full control effect; nearly all actives have a fitted effect of over 50% in size
# Target sequence (O75164 whole entry, looked up, the tested form may be a part): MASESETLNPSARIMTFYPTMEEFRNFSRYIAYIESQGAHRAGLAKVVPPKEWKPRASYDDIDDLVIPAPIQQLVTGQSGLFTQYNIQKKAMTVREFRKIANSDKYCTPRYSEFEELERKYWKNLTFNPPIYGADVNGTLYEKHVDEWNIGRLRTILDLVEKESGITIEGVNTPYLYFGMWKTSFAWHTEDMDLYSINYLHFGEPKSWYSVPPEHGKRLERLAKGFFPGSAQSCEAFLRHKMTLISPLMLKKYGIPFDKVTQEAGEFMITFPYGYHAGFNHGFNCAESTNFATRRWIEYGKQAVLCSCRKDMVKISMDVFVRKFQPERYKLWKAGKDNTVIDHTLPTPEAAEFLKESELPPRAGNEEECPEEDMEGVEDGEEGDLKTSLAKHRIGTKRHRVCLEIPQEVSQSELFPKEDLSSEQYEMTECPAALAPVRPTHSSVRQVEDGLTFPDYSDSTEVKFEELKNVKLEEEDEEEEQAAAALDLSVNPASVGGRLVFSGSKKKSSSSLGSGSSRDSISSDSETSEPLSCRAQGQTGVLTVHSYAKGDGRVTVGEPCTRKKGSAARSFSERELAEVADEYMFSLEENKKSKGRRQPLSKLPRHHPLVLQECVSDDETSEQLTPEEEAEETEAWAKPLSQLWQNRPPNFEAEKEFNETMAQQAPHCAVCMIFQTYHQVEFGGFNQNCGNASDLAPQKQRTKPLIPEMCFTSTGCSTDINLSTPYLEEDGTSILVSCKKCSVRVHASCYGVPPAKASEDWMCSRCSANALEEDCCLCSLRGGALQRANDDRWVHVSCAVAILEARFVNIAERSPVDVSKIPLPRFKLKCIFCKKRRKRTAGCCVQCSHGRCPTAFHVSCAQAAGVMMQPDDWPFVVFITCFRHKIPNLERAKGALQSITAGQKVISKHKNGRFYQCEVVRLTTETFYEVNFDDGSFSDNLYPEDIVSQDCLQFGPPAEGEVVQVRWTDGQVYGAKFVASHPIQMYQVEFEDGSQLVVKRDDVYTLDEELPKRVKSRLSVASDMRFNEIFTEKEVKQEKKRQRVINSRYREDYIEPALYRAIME
# RGS4 inhibitor: human RGS4 inhibition; P49798; Transcreener GDP fluorescence polarization, RGS4-accelerated GTP hydrolysis; Potency, µM (titrated, usually from 114 µM), for inactives: top-dose activity change, negative = inhibition, actives largely listed as inhibitors; 390,000 tested, 0.039% active; AID 504845; further: potency means the concentration at half of the fitted maximal effect; on the % scale 0 is the no-effect control and ±100 the full control effect; nearly all actives have a fitted effect of over 75% in size; some results filed as inactive show a strong effect at the top dose
#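 MLSMR compounds (23 nl, pin-transferred) preincubated 10 min at room temperature with a 500nM (2x) first reagent, then RGS4 at 900nM (2x) plus Transcreener GDP mix added; fluorescence polarization (620/688 nm) read before and after 90 min at 30 °C.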
# G9a block: inhibitors of human histone lysine methyltransferase G9a; G9a H3K9 monomethylation, AlphaScreen, 2 h; Q96KQ7; 350,000 tested, 8.8% active; Potency, µM (titrated, usually from 102 µM), without a hit: top-dose activity, negative = inhibition, hits mostly inhibitors; further: potency means the concentration at half of the fitted maximal effect; on the % scale 0 is the no-effect control and ±100 the full control effect; nearly all actives have a fitted effect of over 75% in size
#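 Compounds were preincubated with 20 nM G9a for 15 min, after which biotinylated H3K9 peptide (500 nM) and SAM (20 uM) started a 2 h room-temperature reaction. Monomethylated product was quantified by antibody-based AlphaScreen chemiluminescence.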
# * marks the source's active call; other numbers are inactive results; u = inconclusive; x = no result given; & = joins results of further samples; [ ] = another dose, or the depositor's remark. Unless noted, the call rests on the fitted dose curve; in most records, active means well fitted curve in the direction sought with a large enough effect; inconclusive means small, poorly fitted or top-dose-only effect, or another doubt; inactive means no such curve, though single readings can be large; an effect the other way counts as inactive or inconclusive. A portion of the library (hit frequency here may not be typical).
SMILES,PI4K2A block,BAZ2B inh,ERG Ets-DNA blk,HP1b chromo inh,GLS inh,ALOX12 inh,JMJD2A Tudor inh,RGS4 inhibitor,G9a block
Cc1ccc(NC(=O)Nc2cc(C)on2)cc1,1.3,u,6.5%,15.4%,7.6%,10.4%,0.7%,3.0%,1.8%
O=C(CN1C(=O)c2ccccc2S1(=O)=O)NC1CCCCC1,-0.6,-13.6%,5.9%,2.6%,-24.3%,-6.9%,-3.9%,-0.2%,5.4%
Cc1nc2nc(SCC(=O)O)nn2c(C)c1Cc1c(F)cccc1Cl,-5.1&6.9,2.0%&-1.0%,-4.3%&4.5%,46.4%&10.1%[activator],u,u,-11.7%&-10.4%,-12.3%&-5.8%,11.2µM*
Cc1ccc(Cn2ncc3c(NCCCN(C)C)ncnc32)cc1,-7.8,1.5%,3.3%,26.4%,-11.3%,u,-11.4%,-4.5%,u
Cc1sc2nc(C)n(/N=C/c3ccc(O)cc3O)c(=O)c2c1C,-2.8,-8.9%,-6.5%,28.8%,2.9%,-0.5%,-7.2%,-44.4%,-20.8%
Cc1ccc(-c2cn(CCN)c(-c3ccncc3)n2)cc1,-5.9,u,-2.8%,12.9%,3.3%,-14.0%,u,-2.9%,-6.0%[2.33 µM]
CC(C)NC(=O)/C(C#N)=C/c1ccc(N(C)C)o1,0.1,-23.7%,-4.6%,10.4%,-17.4%,u,-11.5%,-18.9%,50.1µM*
O=C(OCCN1CCCCC1)c1ccc(Cl)cc1,-3.1,-6.8%,-0.3%,34.0%[activator],-7.2%,130.2%,-2.2%,-10.8%,-2.8%[12.7 µM]
Cc1ccc(-c2nn(C)c(=O)c3ccccc23)cc1S(=O)(=O)N1CCOCC1,0.7,-6.7%,0.7%,21.9%,-0.4%,u,-10.9%,8.2%,-18.5%[59 µM]
CS(=O)(=O)N(CC(=O)N1CCCCCC1)c1ccc(Br)cc1,-2.7,8.0%,-4.4%,10.6%,10.3%,-31.6%,-24.6%,-17.9%,-3.1%[59 µM]
CCc1cccc(NC(=O)CN2C(=O)CCc3cc(S(=O)(=O)N4CCOCC4)ccc32)c1,-2.7,-17.0%,-1.4%,10.7%,3.8%,u,-17.9%,23.4%,22.7%[59 µM]
COc1ccc(CNC(=O)c2cnc3sc4cc(OC)ccc4n3c2=O)cc1,-3.0,-1.6%,-3.8%,51.9%[activator],-4.9%,-11.1%,10.5%,-7.3%,9.3%[59 µM]
COC(=O)C(C)NC(=O)N1CCN(c2nnc(C)c3c(C)n(-c4ccc(Cl)cc4)nc23)CC1 (stereo unspecified),3.4,-7.0%,1.7%,29.3%,-15.6%,-24.3%,-13.0%,-9.5%,5.0%[59 µM]
COC(=O)CN1C(=S)N(c2ccc(OC)cc2)C(=O)/C1=C/c1cccs1,2.7,u,9.9%,14.7%,-2.5%,-14.3%,-11.8%,-13.9%,14.2%[59 µM]
Cc1coc(=N)n1CC(=O)c1ccc(Cl)cc1,17.3,-2.4%,-5.2%,-9.8%,-0.4%,u,u,u,x

# Overlap with the part before: two entries, then new ones.
SMILES,PI4K2A block,BAZ2B inh,ERG Ets-DNA blk,HP1b chromo inh,GLS inh,ALOX12 inh,JMJD2A Tudor inh,RGS4 inhibitor,G9a block
COC(=O)CN1C(=S)N(c2ccc(OC)cc2)C(=O)/C1=C/c1cccs1,2.7,u,9.9%,14.7%,-2.5%,-14.3%,-11.8%,-13.9%,14.2%[59 µM]
Cc1coc(=N)n1CC(=O)c1ccc(Cl)cc1,17.3,-2.4%,-5.2%,-9.8%,-0.4%,u,u,u,x
O=S(=O)(NCC(c1ccc2c(c1)OCO2)N1CCOCC1)c1ccc(Cl)cc1 (stereo unspecified),-5.0,2.9%,x,30.7%,2.8%,-6.8%,-13.6%,-23.5%,-38.2%
O=C(CCCN1C(=O)/C(=C/c2ccc3c(c2)OCO3)SC1=S)Nc1cccc(C(=O)O)c1,-4.0,-19.4%,37.2%[activator],-5.1%,17.5%,x,u,-1.6%,2.2%
O=C(CN1CCN(Cc2ccccc2)CC1)Nc1nc2ccccc2s1,-2.1,-15.4%,2.6%,22.4%,4.2%,0.0%,-20.7%,u,0.0%
COc1ccc(-c2cc(C3CCN(CC(O)C(F)(F)F)CC3)[nH]n2)cc1 (stereo unspecified),-3.7,-10.6%,1.4%,35.6%,-1.2%,0.0%,-7.7%,2.8%,11.9%
C=CCc1c(C)nc(N)[nH]c1=O,2.3,6.4%,x,20.8%,-0.9%,11.1%,-6.7%,4.3%,-4.7%[59 µM]
CC(C)(C)NC(=O)CN(C(=O)CN1C(=O)C(=O)c2ccccc21)C(C)(C)C,13.3,-2.9%,-9.5%,35.4%,5.5%,-8.8%,-9.7%,25.7%,6.3%[59 µM]
COc1cc(OC)cc(C(=O)NCC(=O)OCC(=O)NC2CCCc3ccccc32)c1 (stereo unspecified),0.9,x,10.0%,36.6%,0.2%,7.0%,-6.9%,6.5%,x
Cc1ccc(-n2nc(C)c3c(C)onc3c2=O)cc1,-1.6,0.0%,2.4%,43.7%[activator],-0.3%,-1.0%,-11.0%,12.0%,4.3%
CCOc1ccc(S(=O)(=O)N2CCOCC2)cc1NC(=O)C1CSC2(C)CCC(=O)N12 (stereo unspecified),-0.8,-17.4%,-9.4%,15.4%,4.4%,-14.1%,-2.1%,-37.1%,44.7µM*
Cc1ccc(S(=O)(=O)N2CCN(CCOc3ccccc3)CC2)cc1,-1.2,-6.6%,-16.4%,42.4%,0.0%,-19.3%,5.5%,8.2%,3.3%
O=C1CCC(=O)N1Cc1c(Cl)cccc1Cl,-1.1,0.7%,6.8%,3.9%,7.8%,-3.6%,-9.7%,-3.7%,17.7%
O=C(Cc1cn2ccsc2n1)OCc1nc2ccccc2s1,-13.9,u,-9.9%,37.9%[activator],-5.5%,x,-32.0%,-10.8%,-10.6%[59 µM]
Cc1oc2c(c1C(=O)Nc1ccc(Cl)cc1F)C1=NCCN1C=N2,-0.1,-8.0%,0.5%,80.4%[activator],-1.3%,-11.0%,-24.3%,-7.0%,1.6%[59 µM]
O=C(NCC(=O)N(Cc1ccccc1)C(C(=O)NC1CCCC1)c1ccco1)c1ccco1 (stereo unspecified),1.4,-23.0%,-9.7%,9.2%,14.0%,-18.6%,-12.0%,-26.1%,11.4%[59 µM]
O=C(NCCc1ccccc1)N1c2ccccc2Sc2ccccc21,2.8,7.8%,-8.7%,u,21.4%,0.0%,u,u,79.5%[activator]
COc1ccc(-c2cc(-c3ccccc3)nc(=O)[nH]2)cc1,-5.1,-35.3%,5.7%,71.2%[activator],-0.9%,u,-16.2%[11.4 µM],17.8%[11.4 µM],u
O=C(CSc1nnc(Cn2nnc3ccccc32)o1)N(Cc1ccc(F)cc1)c1ccccc1,-1.5,-3.6%,x,-0.4%,7.4%,14.7%,-11.6%,10.0%,-4.5%[59 µM]
COc1ccc(C(=O)Nn2cnc3ccccc3c2=O)c(OC)c1,-1.1,-4.5%,-0.8%,46.7%[activator],2.7%,8.0%[57.4 µM],-14.3%,17.6%,17.2%
O=C(O)CCn1cc(/C=C2/NC(=S)N(c3ccccc3)C2=O)c(-c2ccccc2)n1,3.2,-37.5%,-0.8%,1.5%,10.5%,u,u,14.6%,22.4µM*
COc1ccc(C(=O)Nc2cc(C(C)=O)c(/C=C/N(C)C)oc2=O)cc1,-0.8,-1.1%,-8.5%,31.4%,2.4%,-24.6%,-4.2%,-31.2%,10.2%
CN1CCN(c2nc3c(c(=O)[nH]c(=O)n3C)n2Cc2cccc(Br)c2)CC1,3.8,-4.0%,-24.4%,41.4%[activator],-11.2%,15.0%,-0.7%,11.5%,4.5%
S=C1NC(c2ccccc2)=NCN1c1ccc(Br)cc1,-3.0,-35.6%,x,23.3%,-1.0%,17.4%,-29.7%,6.8%,u
Cc1ccc(-c2nnn(CC(=O)N3CCC(C)CC3)n2)o1,1.3,-6.6%,-8.8%,43.2%[activator],-1.2%,3.6%,-6.4%,-15.0%,35.5µM*
CCCc1cc(=O)[nH]c(SCC(=O)Nc2cccc(S(=O)(=O)N3CCCCC3)c2)n1,-7.0,-12.6%,-16.0%,45.1%[activator],-2.6%,302.3%[activator],-10.8%,-2.4%,-43.0%[59 µM]
COc1ccc(S(=O)(=O)NCCN2CCOCC2)cc1[N+](=O)[O-],-3.3,-1.3%,5.3%,-8.7%,0.2%,u,-18.6%,7.8%,50.1µM*

# Pulled by compound from above:
SMILES,PI4K2A block,BAZ2B inh,ERG Ets-DNA blk,HP1b chromo inh,GLS inh,ALOX12 inh,JMJD2A Tudor inh,RGS4 inhibitor,G9a block
O=C(O)CCn1cc(/C=C2/NC(=S)N(c3ccccc3)C2=O)c(-c2ccccc2)n1,3.2,-37.5%,-0.8%,1.5%,10.5%,u,u,14.6%,22.4µM*
CN1CCN(c2nc3c(c(=O)[nH]c(=O)n3C)n2Cc2cccc(Br)c2)CC1,3.8,-4.0%,-24.4%,41.4%[activator],-11.2%,15.0%,-0.7%,11.5%,4.5%
COc1ccc(-c2cc(-c3ccccc3)nc(=O)[nH]2)cc1,-5.1,-35.3%,5.7%,71.2%[activator],-0.9%,u,-16.2%[11.4 µM],17.8%[11.4 µM],u
